TGFb SMAD3 inh: TGF-b pathway inhibition | HepG2 CAGA-GFP TGF-b/SMAD3 reporter, GFP fluorescence, 18 h; TGF-beta stimulated, 500 pg/mL final | AID 588855 | actives 1.2% (n = 410,000) | Potency, µM (titrated, usually from 46.1 µM), without a hit: at the top dose activity, negative = inhibition, hits mostly inhibitors; also: potency is read from the fitted curve at half-maximal effect; % is scaled to controls: 0 for no effect and ±100 for the full control effect; nearly all actives have a fitted effect of over 65% in size
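Per well, imaged GFP fluorescence of HEPG2 CAGA-GFP cells gives the signal; cells get compound, then TGF-beta (500 pg/mL final), 18 h at 37 degrees C; %Activity versus -TGF-beta and +DMSO controls.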
Akt phos inh: Akt phosphorylation inhibition | activity change, % for hits at 50 µM | Neuro2A IGF-stimulated pAkt S473 HTRF, 20 min; stronger effect = lower value | actives 0.32% (n = 360,000) | AID 651550; in the data active = activity change below about -80%; inconclusive = mostly about -51% to -80%; also: % is scaled to controls: 0 for no effect and ±100 for the full control effect
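Single-point screen (50 µM final compound) in Neuro2A cells stimulated 20 min with 6 nM IGF at 37 deg C. After lysis, Ser473-phosphorylated Akt read by HTRF (ex 330 nm, em 615/665 nm) as the 665/615 ratio.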
EPAC2 antag: antagonists of human EPAC2. EPAC2 GEF exchange of Rap1B-BODIPY-GDP, fluorescence. Potency, µM (doses to about 114 µM), for inactives: top-dose activity, negative = inhibition, hits mostly inhibitors. actives 0.18% (n = 360,000). AID 720708; also: potency is read from the fitted curve at half-maximal effect; % is scaled to controls: 0 for no effect and ±100 for the full control effect; nearly all actives have a fitted effect of over 45% in size; many of its hits are not listed in these tables
Target sequence (Q8WZA2 whole entry, looked up): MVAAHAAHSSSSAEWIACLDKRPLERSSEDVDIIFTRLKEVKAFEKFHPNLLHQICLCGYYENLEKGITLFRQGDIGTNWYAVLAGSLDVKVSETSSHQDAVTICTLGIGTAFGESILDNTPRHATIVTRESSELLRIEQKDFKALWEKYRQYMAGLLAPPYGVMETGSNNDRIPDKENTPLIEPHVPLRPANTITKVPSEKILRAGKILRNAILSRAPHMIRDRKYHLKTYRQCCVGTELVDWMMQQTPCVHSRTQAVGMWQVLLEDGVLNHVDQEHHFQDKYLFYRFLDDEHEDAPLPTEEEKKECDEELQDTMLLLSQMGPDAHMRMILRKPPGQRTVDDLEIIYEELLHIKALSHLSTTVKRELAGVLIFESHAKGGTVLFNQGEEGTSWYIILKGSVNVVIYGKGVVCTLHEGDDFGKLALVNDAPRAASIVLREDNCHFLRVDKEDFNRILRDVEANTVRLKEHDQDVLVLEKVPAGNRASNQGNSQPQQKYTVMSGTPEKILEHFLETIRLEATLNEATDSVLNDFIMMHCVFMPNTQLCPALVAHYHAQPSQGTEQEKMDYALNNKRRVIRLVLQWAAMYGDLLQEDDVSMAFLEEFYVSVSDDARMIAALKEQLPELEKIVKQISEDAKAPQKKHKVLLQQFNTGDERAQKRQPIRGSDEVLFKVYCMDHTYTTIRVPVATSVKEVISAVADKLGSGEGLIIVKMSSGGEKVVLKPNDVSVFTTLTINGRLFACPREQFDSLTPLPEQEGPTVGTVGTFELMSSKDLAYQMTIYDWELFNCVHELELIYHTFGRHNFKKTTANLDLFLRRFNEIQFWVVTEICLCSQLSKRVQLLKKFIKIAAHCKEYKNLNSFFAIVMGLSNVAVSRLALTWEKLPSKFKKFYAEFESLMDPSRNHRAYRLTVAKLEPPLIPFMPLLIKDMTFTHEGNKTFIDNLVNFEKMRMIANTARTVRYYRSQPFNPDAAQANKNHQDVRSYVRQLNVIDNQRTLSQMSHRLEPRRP
EPAC2 agonist: activates human EPAC2 exchange factor | EPAC2 activation, biochemical qHTS; response scale: 100% = 6.5 mM cAMP response | actives 0.079% (n = 360,000) | Potency, µM (top dose mostly 154 µM), inactives show at the highest dose activation, most hits filed as activators | Q8WZA2; also: potency is read from the fitted curve at half-maximal effect; nearly all actives have a fitted effect of over 50% in size
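Each well held 100 nM EPAC2, 250 nM RAP1B-BODIPY-GDP and 50 uM GDP. Fluorescence, read at 5-min intervals to 30 min, was referenced to a 6.5 mM cAMP positive control.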
CCT chaperon mod: modulators of cytosolic chaperonin (CCT/TRiC) activity | activity change, % (concentration not given with the values), hits read low | purified chaperonin ATPase assay, HTRF ADP detection, 30 min | actives 0.3% (n = 360,000); in the data active = activity change below about -30%; also: % is scaled to controls: 0 for no effect and ±100 for the full control effect
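First, chaperonin was dispensed at 40 nM or 20 nM final depending on batch activity. Next, compounds were pinned at 76 uM and ATP added at 10 uM. After 30 min at 37 °C, ADP detection reagents ran 30 min at ambient temperature.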
A549 viability: counter-screen for Nrf2 inhibitors: cytotoxicity in A549 cells | A549 ARE-Fluc cells, CellTiter-Fluor viability, 18-24 h | actives 0.16% (n = 390,000) | Potency, µM (series often up to 46 µM), for inactives: at the top dose activity change, negative = cytotoxicity, usual class: inhibitors | AID 504648; also: potency is read from the fitted curve at half-maximal effect; % is scaled to controls: 0 for no effect and ±100 for the full control effect
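A549 ARE-Fluc cells in 5% FBS OPTI-MEM, 5000 cells/well, rested 2 h then exposed to compounds in concentration-response for 18-24 h at 37 °C. Viability by CellTiter-Fluor fluorescence (Ex 405/Em 525) after 30 min; luciferase luminescence (BugLite, 15 min, RT) read afterwards.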
Nrf2 inh: blocks Nrf2 signaling. A549 ARE-Fluc reporter, luciferase luminescence, 18-24 h. Potency, µM (titrated, usually from 46 µM), for inactives: at the highest dose activity change, negative = inhibition, actives largely listed as inhibitors. AID 504444. actives 2.1% (n = 360,000); also: potency is read from the fitted curve at half-maximal effect; % is scaled to controls: 0 for no effect and ±100 for the full control effect; nearly all actives have a fitted effect of over 60% in size
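In this cell-based qHTS, ARE-driven firefly luciferase in A549 cells reports Nrf2 activity; the luminescent signal after BugLite lysis is the measured value, with a prior CellTiter-Fluor read for cell health.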
Mm-Cpn inhibitor: inhibitors of Methanococcus maripaludis chaperonin (MmCpn). purified Mm-Cpn ATPase, ADP Transcreener TR-FRET. Potency, µM (doses to about 76.9 µM), for the others: top-dose activity, negative = inhibition, usual class: inhibitors. actives 0.031% (n = 330,000). AID 504842; also: potency is read from the fitted curve at half-maximal effect; % is scaled to controls: 0 for no effect and ±100 for the full control effect; nearly all actives have a fitted effect of over 80% in size
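Inhibition of chaperonin ATP hydrolysis is measured as reduced ADP production, detected by competitive TR-FRET in which signal falls with ADP. Final enzyme 25 nM and ATP 10 uM, reacted 30 min at 37°C.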
Nrf2 activator: activators of Nrf2 (ARE) signaling; AID 624171; Potency, µM (titrated, usually from 46.1 µM), inactives show at the highest dose activation, actives largely listed as activators; actives 0.31% (n = 410,000); AREc32 ARE-luciferase reporter (MCF7-derived line), luminescence, 24 h; also: potency is read from the fitted curve at half-maximal effect; % of control where 0% means no effect; nearly all actives have a fitted effect of over 65% in size
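AREc32_Fluc, 1000 cells/well, OPTI-MEM + 5% FBS, o/n 37 deg C 5% CO2; 23 nL cpd by pin tool, 24 hr; Steady-Glo 30 min RT, luminescence.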
The depositor's hits bear a star; i = inactive; ? = inconclusive; / = no result given; & = joins results of further samples; [ ] = another dose, or the depositor's remark. Unless noted, calls follow the shape of the dose curve; as a rule, active = well fitted curve in the direction sought with a large enough effect; inconclusive = small, poorly fitted or top-dose-only effect, or another doubt; inactive = no such curve, though single readings can be large; an effect the other way counts as inactive or inconclusive.

SMILES | TGFb SMAD3 inh | Akt phos inh | EPAC2 antag | EPAC2 agonist | CCT chaperon mod | A549 viability | Nrf2 inh | Mm-Cpn inhibitor | Nrf2 activator
Cc1ccc(C)c(OCCC(=O)OCC(=O)NCCNC(=O)COC(=O)CCOc2cc(C)ccc2C)c1 | -2% | i | -16% | -15% | -11 | 0% | -15% | 0% | -0.1%
Cc1c(C(=O)O)sc2nc(SCC(=O)Nc3ccc(S(=O)(=O)NCCCC(=O)O)cc3)[nH]c(=O)c12 | -5% | i | 2%[57.1 µM] | -1% | -1.1 | -4% | 11% | 0% | 0.3%
CCN(CC)S(=O)(=O)c1nnc(NC(=O)c2ccc(Br)cc2)s1 | ? | / | / | / | / | 5% | ? | / | -0.1%
O=C1C2ON(c3ccccc3)C(c3ccccn3)C2C(=O)N1c1ccc(Br)cc1 (stereo not drawn) | 0% | i | 6% | 11% | 3.4 | -5% | 26% | 2% | -1.3%
CCC(=O)N(Cc1cccs1)C1CCOC(C)(C)C1 (stereo not drawn) | 1% | i | 24% | -3% | -0.5 | -2% | 9% | 2% | -0.7%
O=C(COC(=O)c1ccc(NS(=O)(=O)c2ccc(Br)s2)cc1)NC1CCCC1 | 6% | i | -11% | 4% | -1.9 | -11% | -10% | -2% | -0.8%
CCOc1ccc(C(C)(N)C(=O)O)cc1 (stereo not drawn) | 8% | i | 19% | 8% | -3.8 | / | 17% | 0% | 0.1%
Cc1ccc(C(=O)/C=C/c2ccc3ncccc3c2)cc1 | ? | i | -9% | 8% | -0.1 | -17% | -26% | -3% | ?
COCCCN(C(=S)NC(=O)C(C)(C)C)c1c(N)n(Cc2ccccc2)c(=O)[nH]c1=O | 0% | i | 17% | -8% | 1.2 | 3% | 4% | 2% | -0.7%
CCc1cccc(NC(=O)CCS(=O)(=O)c2ccc3c(c2)NC(=O)CO3)c1 | -20% | i | -4% | 0% | -0.2 | -6% | 11% | -1% | -1.0%
Cn1c(SCC(=O)c2ccccc2)nc2cccnc21 | 0% | i | 10% | 7% | -0.4 | -1% | -15% | 0% | 5.9%
O=C(Nc1ccccc1)C1=C[C@@H](c2ccc3c(c2)OCO3)C[C@@H](OCCCCO)O1 | ? | i | 10% | 12% | -0.9 | 13% | 24% | / | 4.4%
O=S(=O)(Nc1ccc(Cl)cc1)c1ccc(N2CCOCC2)c(NC(=S)NC2CC2)c1 | 1% | i | -26% | -7% | 0.0 | -8% | ? | 1% | 0.0%
Cc1cc(C)c(NC(=O)CSc2nnc(Cc3cccn3C)n2-c2ccc(F)cc2)c(C)c1 | 20% | i | -1% | 4% | -0.6 | -3% | 18% | -4% | 0.4%
COCCCN1C(=O)C(CC(=O)NCc2cccc3ccccc23)CC(C(=O)N(C(C)C)C(C)C)=C1C (stereo not drawn) | -2% | i | 0% | 2% | -1.3 | / | / | / | -0.3%
O=C(NNC(=O)c1c(F)cccc1F)c1sccc1-n1cccc1 | -2% | i | 3% | 6% | 0.2 | 2% | -2% | -8% | 11%
CC(=O)c1cccc(NC(=O)COC(=O)COc2ccc(Cl)cc2)c1 | -2% | i | 0% | 0% | 2.4 | 7% | -4% | -4% | -0.4%
COC(=O)[C@@H]1CCCN1C(=O)[C@@H](NC(=O)OC(C)(C)C)C(C)C | 0%&-2% | i | 3% | 1% | -1.6 | 8%&-3% | 16%&16% | / | 0.4%
COc1ccc(CN2CCCC(N3CCN(c4cccc(Cl)c4)CC3)C2)cc1OC (stereo not drawn) | -10% | i | -4% | 1% | -0.9 | 1% | 0% | -7% | -0.9%
Cc1ccc(S(=O)(=O)N(C)C)cc1NC(=O)CSc1ccc2c(c1)OCCO2 | 0% | i | 4% | 3% | 0.3 | 2% | 7% | 3% | -0.3%
CN(CC(=O)Nc1ccc(Cl)c(C(F)(F)F)c1)C(=O)c1cc(-c2ccncc2)nc2ccccc12 | 2% | i | -20% | -6% | 3.3 | ? | ? | -1% | 0.9%
CC1CCCCC1NC(=O)c1ccc2c(c1)[nH]c(=O)n2C1CCCC1 (stereo not drawn) | -3% | i | -3% | -8% | 0.1 | -5% | -21% | 0% | 0.3%
CCc1nnc2c(NCCc3ccccc3)nc3ccccc3n12 | 2% | i | 3% | -2% | 1.0 | -2% | -16% | 1% | 0.4%
CS(=O)(=O)N1CCN(c2ccc([N+](=O)[O-])cc2F)CC1 | -16% | i | 4% | 7% | -0.7 | -7% | 5% | -1% | -0.2%
O=C(CSc1nnc(CNc2ccccc2)o1)c1ccc2c(c1)OCCO2 | 0% | i | -2% | 16% | -3.2 | ? | ? | -12% | 3.4%
Next entries:
SMILES | TGFb SMAD3 inh | Akt phos inh | EPAC2 antag | EPAC2 agonist | CCT chaperon mod | A549 viability | Nrf2 inh | Mm-Cpn inhibitor | Nrf2 activator
CCOC(=O)c1cc(-c2ccc(N)cc2)sc1N | 3% | i | 5% | 5% | -2.8 | -18% | ? | -20% | -0.5%
Cc1ccc(S(=O)(=O)N(Cc2ccc(Cl)cc2)c2ccccc2C(=O)NCc2ccco2)cc1 | 0% | i | ? | 5% | -2.8 | -19% | ? | 2% | 0.5%
COC(=O)c1cc(Br)ccc1NC(=O)CCNC(=O)c1ccco1 | -9% | i | -1% | 16% | -0.2 | -4% | -11% | 0% | -0.4%
C[C@H](CO)N1C[C@H](C)[C@@H](CN(C)C(=O)c2cc(-c3ccccc3)on2)OCc2cn(nn2)CCCC1=O | 2% | i | 7% | -6% | 1.3 | / | / | / | 0.2%
COc1ccc(/C=N/n2c(-c3n[nH]c4c3CCC4)n[nH]c2=S)cc1 | -11% | i | -2% | 9% | -2.0 | 3% | -8% | 0% | 5.5%
O=C(NC(c1ccccc1)c1ccc2ccccc2n1)C1CCN(Cc2cccc(C(F)(F)F)c2)CC1 (stereo not drawn) | ? | i | -17% | 10% | 1.5 | / | / | / | -0.7%
Cc1c(NC(=O)CSc2nc3ccccc3s2)c(=O)n(-c2ccccc2)n1C | 11% | i | 1% | 6% | -0.3 | 3% | 16% | 3% | 0.2%
CCOc1ccc2ccccc2c1C1NC(=O)NC(C)=C1C(=O)OCCOC (stereo not drawn) | 14% | i | 2% | 11% | -2.4 | 6% | 0% | 0% | 0.4%
CCC(=O)Nc1nc2c(OC)ccc(OC)c2s1 | -8% | i | 0% | 14% | -2.5 | 14% | 12% | 1% | 16%
Cc1cccc(C(=O)OC(C)CN2CCN(C)CC2)c1 (stereo not drawn) | -12% | i | 1% | 1% | -2.3 | 1% | ? | 1% | 0.2%
CC1=NCCN1S(=O)(=O)c1ccc(Br)c(C)c1 | 9% | i | 2% | -7% | -1.8 | 2% | 24% | 2% | -0.6%
O=S1(=O)CCOC[C@H](CC2CCCCC2)N1Cc1ccccc1 | ? | i | -18% | -6% | -1.6 | 12% | 29% | 0% | -0.3%
CC(C)c1ccccc1NS(=O)(=O)c1cccs1 | 1% | i | -19% | 7% | -1.9 | 1% | 12% | 1% | -0.7%
COc1ccc(-c2cccc3c2NC(=O)C3=O)cc1OC | -2% | i | -2% | 7% | -0.3 | -1% | 20% | -1% | 2.5%
CC(C)C[C@H]1CN([C@@H](CC(C)C)CN2CCCC2CN2C(=S)NC[C@@H]2Cc2ccccc2)C(=S)N1CC1CCCCC1 (stereo partly drawn) | / | i | 5% | -7% | -0.5 | / | / | / | -0.3%
O=C(Cc1c(Cl)cccc1Cl)N/N=C/c1cccnc1 | -4% | i | -6% | 7% | -0.3 | 1% | -16% | -8% | -0.7%
CCCc1cc(NCCN(C)C)n2c(nc3ccccc32)c1C#N | -1% | i | 5% | -2% | -2.0 | -7% | -8% | 1% | 0.0%
CC(NS(C)(=O)=O)C(c1cccs1)N1CCN(c2ccccc2)CC1 (stereo not drawn) | 8% | i | -3% | 13% | 0.0 | -5% | -13% | 0% | -0.1%
O=C(c1ccco1)N1CCN(C(c2ccc(Cl)cc2)c2nnnn2Cc2ccccc2)CC1 (stereo not drawn) | -2% | i | -1% | 2% | 1.8 | 9% | 19% | -1% | -0.4%
Cc1ccc(NC(=O)CSc2ncccc2C(=O)Oc2cccc([N+](=O)[O-])c2)cc1Cl | -5% | i | 3% | -16% | -0.8 | -2% | ? | 1% | 2.8%
Cc1ccc(Nc2nc3nonc3[nH]c2=O)cc1 | -14% | i | 13% | -4% | 1.9 | -7% | ? | 0% | 2.0%
O=C(O)CC(Cc1ccc(Br)cc1)C(=O)Nc1ccccc1 (stereo not drawn) | 6% | i | -6% | -2% | -4.7 | -3% | 9% | -1% | -0.9%
COCCCn1c(=O)c2ccccc2n(Cc2ccc(C)cc2)c1=O | 3% | i | -17% | 3% | -1.8 | 3% | -13% | 1% | -0.8%
O=c1[nH]c2c(c(=O)n1-c1ccccc1)CCO2 | 0% | i | -4% | 8% | -3.3 | 7% | 7% | / | -0.2%

A different layout for 3 compounds above:
| compound | TGFb SMAD3 inh | Akt phos inh | EPAC2 antag | EPAC2 agonist | CCT chaperon mod | A549 viability | Nrf2 inh | Mm-Cpn inhibitor | Nrf2 activator |
| --- | --- | --- | --- | --- | --- | --- | --- | --- | --- |
| O=C(Nc1ccccc1)C1=C[C@@H](c2ccc3c(c2)OCO3)C[C@@H](OCCCCO)O1 | ? | i | 10% | 12% | -0.9 | 13% | 24% | / | 4.4% |
| CC1CCCCC1NC(=O)c1ccc2c(c1)[nH]c(=O)n2C1CCCC1 (stereo not drawn) | -3% | i | -3% | -8% | 0.1 | -5% | -21% | 0% | 0.3% |
| CN(CC(=O)Nc1ccc(Cl)c(C(F)(F)F)c1)C(=O)c1cc(-c2ccncc2)nc2ccccc12 | 2% | i | -20% | -6% | 3.3 | ? | ? | -1% | 0.9% |

Screening results from PubChem BioAssay.

Only part of the results is shown. The share of hits here may be higher or lower than overall.
